Pol eta inh: qHTS for Inhibitors of Polymerase Eta | recombinant Pol eta, fluorescent DNA replication assay | Potency, µM (top dose mostly 114 µM), for the others: at the highest dose activity change, negative = inhibition, hits mostly inhibitors | hit rate 1.2% among 390,000 | AID 588591, 2011; also: potency is read from the fitted curve at half-maximal effect; % is scaled to controls: 0 for no effect and ±100 for the full control effect
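Pol eta at 10 nM preincubated with compounds 15 min at room temperature; reaction started with fluorescent substrate (50 nM final) and read kinetically at 0 and 10 min.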
APE1 inh: qHTS Assay for Inhibitors of the Human Apurinic/apyrimidinic Endonuclease 1 (APE1); hit rate 0.35% among 350,000; AID 2517, 2012; recombinant APE1, TAMRA/BHQ-2 abasic DNA cleavage fluorescence; Potency, µM (top dose mostly 65.8 µM), without a hit: at the highest dose activity change, negative = inhibition, most hits filed as inhibitors; DNA repair nuclease/redox regulator APEX1 (Homo sapiens), P27695;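 also: potency is read from the fitted curve at half-maximal effect; plate controls were vehicle for no effect and reference inhibitor for full effect; nearly all actives have a fitted effect of over 55% in size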
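Compound pre-exposure to 0.75 nM APE1, 15 min at ambient temperature. Reaction initiated with 50 nM TAMRA/BHQ-2 THF substrate, read immediately in kinetic mode, 525 nm excitation, 598 nm emission.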
BLM inh: qHTS Assay for Inhibitors of Bloom's syndrome helicase (BLM); RecQ-like DNA helicase BLM (Homo sapiens), P54132; recombinant BLM DNA unwinding, fluorescence dequenching; Potency, µM (doses to about 56.1 µM), for the others: at the top dose activity change, negative = inhibition, hits mostly inhibitors; hit rate 0.2% among 350,000;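 also: potency is read from the fitted curve at half-maximal effect; plate controls were vehicle for no effect and no enzyme for full effect; nearly all actives have a fitted effect of over 35% in size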
POLB inh: qHTS Assay for Inhibitors of DNA Polymerase Beta; P06746; Pol beta primer extension/strand displacement, fluorescence kinetic; Potency, µM (series often up to 114 µM), inactives show top-dose activity change, negative = inhibition, hits mostly inhibitors; hit rate 1.3% among 340,000; also: potency is read from the fitted curve at half-maximal effect; % is scaled to controls: 0 for no effect and ±100 for the full control effect
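Preincubation: enzyme (10 nM) with compound, 15 min, RT. Reaction: substrate added to 50 nM final. Reads: 0 and 10 min. Analysis: normalized, Hill fit.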
Apoferritin bind: qHTS Assay for Identification of Novel General Anesthetics. Ferritin light chain (Equus caballus), P02791. apoferritin/1-aminoanthracene competitive binding, fluorescence. Potency, µM (series often up to 77.5 µM), for the others: at the top dose activity change, negative = displacement, hits mostly inhibitors. hit rate 0.074% among 350,000. AID 485281, 2010; also: potency is read from the fitted curve at half-maximal effect; % is scaled to controls: 0 for no effect and ±100 for the full control effect; nearly all actives have a fitted effect of over 20% in size
Target sequence (P02791 2-175 limits assumed): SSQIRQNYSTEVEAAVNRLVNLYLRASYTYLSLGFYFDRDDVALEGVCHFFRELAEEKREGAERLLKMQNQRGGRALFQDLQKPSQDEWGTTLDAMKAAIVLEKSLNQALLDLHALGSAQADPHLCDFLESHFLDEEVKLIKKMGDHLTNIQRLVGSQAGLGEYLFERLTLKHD
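Horse-spleen apoferritin (10 uM) in 50% saturated 1-aminoanthracene in PBS was incubated 10 min at room temperature with compound. Fluorescence (ex 380, em 535 nm) was normalized to free and bound 1-AMA, with concentration-response fitted by a four-parameter Hill equation.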
PGK inhibitor: qHTS Assay to Find Inhibitors of Phosphoglycerate Kinase. hit rate 0.043% among 380,000. PGK/GAPDH coupled, Kinase-Glo luminescence, 60 min. Phosphoglycerate kinase, glycosomal (Trypanosoma brucei brucei), P07378. Potency, µM (titrated, usually from 57.5 µM), inactives show top-dose activity change, negative = inhibition, hits mostly inhibitors; also: potency is read from the fitted curve at half-maximal effect; % is scaled to controls: 0 for no effect and ±100 for the full control effect; nearly all actives have a fitted effect of over 60% in size
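Luminescent ATP detection (Kinase-Glo Plus) follows a 60-minute room-temperature incubation, with wells lacking PGK as controls. Buffer: 100 mM TEA (pH 7.6), 5 mM MgCl2, 0.01% Tween-20. Coupling enzyme GAPDH (100 nM final) supplies unstable 1,3-BPG in-well.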
POLI inh: qHTS for Inhibitors of Polymerase Iota. Pol iota fluorescent replication assay, 10 min. Potency, µM (titrated, usually from 115 µM), for inactives: top-dose activity, negative = inhibition, hits mostly inhibitors. DNA polymerase iota (Homo sapiens), Q9UNA4. hit rate 1% among 390,000; also: potency is read from the fitted curve at half-maximal effect
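Fluorescent replication assay read twice, at 0 min and 10 min after adding 50 nM (final) substrate. Enzyme (10 nM) and compounds were first incubated 15 min at room temperature; enzyme-free buffer wells were negative controls.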
RXFP1 antagonist: qHTS Assay for Antagonists of the Relaxin Receptor RXFP1; HEK293-RXFP1, relaxin-stimulated cAMP HTRF, 30 min; stronger effect = lower value; activity change, negative = inhibition, % at 57.5 µM; hit rate 0.59% among 350,000; AID 1259400, 2018;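 active = activity change of -60% or lower, but not beyond a set lower limit; inconclusive = change between -60% and -40%, or beyond the set limit; inactive = change above -40%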; also: % is scaled to controls: 0 for no effect and ±100 for the full control effect
Target sequence (Q9HBX9 whole entry, looked up): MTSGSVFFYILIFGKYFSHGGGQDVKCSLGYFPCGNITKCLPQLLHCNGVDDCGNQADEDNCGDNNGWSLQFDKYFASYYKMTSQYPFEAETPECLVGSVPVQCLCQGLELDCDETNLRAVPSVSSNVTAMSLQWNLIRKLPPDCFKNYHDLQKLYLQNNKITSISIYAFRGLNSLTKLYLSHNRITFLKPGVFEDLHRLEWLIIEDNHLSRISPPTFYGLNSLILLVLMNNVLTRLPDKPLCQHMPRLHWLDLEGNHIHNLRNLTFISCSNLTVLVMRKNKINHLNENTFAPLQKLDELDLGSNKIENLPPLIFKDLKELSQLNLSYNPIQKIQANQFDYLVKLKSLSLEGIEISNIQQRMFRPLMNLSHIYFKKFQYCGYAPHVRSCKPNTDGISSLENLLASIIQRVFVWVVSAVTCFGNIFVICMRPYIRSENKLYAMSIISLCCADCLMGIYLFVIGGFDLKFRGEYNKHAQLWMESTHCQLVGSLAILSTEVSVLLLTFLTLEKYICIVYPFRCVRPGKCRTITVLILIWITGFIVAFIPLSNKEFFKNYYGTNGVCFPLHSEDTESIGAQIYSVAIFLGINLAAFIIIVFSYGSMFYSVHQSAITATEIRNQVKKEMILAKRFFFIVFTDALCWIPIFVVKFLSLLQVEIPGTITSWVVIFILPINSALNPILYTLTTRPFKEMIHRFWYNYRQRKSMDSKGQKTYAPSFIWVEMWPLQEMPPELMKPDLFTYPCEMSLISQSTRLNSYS
Pol kappa inh: qHTS for Inhibitors of Polymerase Kappa; DNA polymerase kappa (Homo sapiens), Q9UBT6; purified Pol kappa, fluorescent DNA synthesis assay, 10 min; Potency, µM (doses to about 107 µM), for inactives: at the top dose activity, negative = inhibition, hits mostly inhibitors; hit rate 0.53% among 400,000; AID 588579, 2011; also: potency is read from the fitted curve at half-maximal effect; % is scaled to controls: 0 for no effect and ±100 for the full control effect
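First, compounds were pin-transferred onto 10 nM Pol kappa. After 15 min at room temperature, substrate was added to 50 nM final. Fluorescence was then measured kinetically at 0 and 10 min.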
* hit, by the source's call; i = inactive; u = inconclusive; x = not tested or not shown; & = joins results of further samples; [ ] = dose if it differs, or a comment. Unless noted, calls follow the shape of the dose curve; as a rule, active = well fitted curve in the direction sought with a large enough effect; inconclusive = small, poorly fitted or top-dose-only effect, or another doubt; inactive = no such curve, though single readings can be large; an effect the other way counts as inactive or inconclusive. The list is partial. The share of hits here may be higher or lower than overall.

SMILES	Pol eta inh	APE1 inh	BLM inh	POLB inh	Apoferritin bind	PGK inhibitor	POLI inh	RXFP1 antagonist	Pol kappa inh
CCOc1cc(/C=N/NC(=O)c2ccccc2-n2cccc2)ccc1O	-9%	14%	x	x	x	-5%	27%	-7	1%
CN(C)C=Nc1ccc(Cl)c(Cl)c1	0%	10%	0%	0%	-5%	4%	-1%	0	3%
COc1c(C)cc(C(=O)C2CCCN(S(=O)(=O)c3c(C)noc3C)C2)cc1C (stereo not given)	-24%	2%	-6%	3%	-17%	-4%	105%[activator]	-10	-8%
O=C1CN(C(=O)COC(=O)/C=C/c2ccc(F)cc2)c2ccccc2N1	-7%	21%	x	x	x	8%	21%	-7	-1%
CCOC(=O)N1CCC(NC(=O)C(Cc2ccccc2)NC(=O)C2CCCCC2)CC1 (stereo not given)	6%	4%	-3%	8%	-3%	1%	15%	3	-9%
CCN1C(=NCCCCO)N[C@@H](c2cccc(C(F)(F)F)c2)C(C(=O)OC)=C1C	-7%	19%&-12%	0%&3%	28%&2%	-12%&0%	0%	17%	x	4%
O=C(COC(=O)CNS(=O)(=O)c1c(Cl)cccc1Cl)Nc1cccnc1Cl	-13%	3%	3%	0%	-10%	-2%	14%	6	-3%
CC(=O)c1c(C)[nH]c(C(=O)NCc2ccc(C)cc2)c1C	-11%	-2%	-3%	-1%	-9%	-7%	-10%	-1	1%
O=C(COc1ccccc1Cl)Nc1ccc(N2CCCC2)cc1	2%	11%	-5%	33%	-18%	-4%	11%	1	-2%
CC1CCCC(NC(=O)c2ccc(F)c(S(=O)(=O)N3CCOCC3)c2)C1C (stereo not given)	-12%	23%	x	x	x	i	15%	-19	-1%
Cc1ccc(S(=O)(=O)C(CCC(=O)c2ccc(Cl)cc2)C(N)=O)cc1 (stereo not given)	5%	-2%	-1%	17%	-17%	4%	17%	-4	-1%
O=C(Nc1nnc(CCc2ccccc2)s1)c1cccc(F)c1	7%	3%	-6%	24%	-11%	-6%	-12%	10	-11%
CCc1n[nH]c2c1/C(=N/O)CCC2	-20%	-1%	2%	-16%	1%	-4%	-10%	-2	-13%
O=C(Nc1ccc(-c2nc3cc(Cl)ccc3o2)cc1)c1cc(Br)ccc1Cl	-6%	x	-4%	u	-9%	i	0%	-13	5%
S=C(Nc1ccccc1)N1CCC(C2CCN(C(=S)Nc3ccccc3)CC2)CC1	-9%	16%	-2%	3%	48%[activator]	-5%	114%[activator]	14	-5%
O=C(CN1C(=O)NC2(CCCC2)C1=O)Nc1ccccc1-c1ccccc1	-21%	4%	-2%	-1%	-3%	-4%	-1%	10	-1%
COc1cccc(CN(C)C(=O)C2CCN(S(=O)(=O)c3cccs3)CC2)c1OC	-8%	7%	x	x	x	-2%	16%	-4	5%
COc1ccc(-c2noc(-c3ccccc3C(=O)N3CCOCC3)n2)cc1	-4%	-12%	-4%	2%	-9%	0%	-8%	-10	2%
Cc1cccc2c1-c1sc(C(=O)N3CCN(c4ccccc4)CC3)cc1CO2	-25%	x	-8%	0%	32%[activator]	-6%	24%	-8	-5%
C=CCC1(CC=C)CCCN1C(=O)Cn1nnnc1CN(C)C(C)C	-12%	-7%	4%	55%	-10%	-2%	-8%	3	-6%
CCCCn1cnc2c(cnn2-c2ccc(F)cc2)c1=O	-1%	-1%	0%	-24%	-13%	0%	5%	-9	-15%
Cc1nnc(SCC(=O)Nc2ncc(Cl)cc2Cl)n1Cc1ccccc1	-13%	2%	-1%	-1%	-21%	4%	19%	-2	-5%
CCOc1ccc(-n2c(SCc3ccc(C#N)cc3)nnc2-c2cccnc2)cc1	-19%	-1%	-4%	0%	u	-4%	12%	8	1%
CCCCNCC(=O)Nc1ccc(NC(=O)CNCCCC)cc1	u	-1%	1%	13%	-12%	i	u	7	-24%
CCOC(=O)C1CCCN(CC(=O)N(C)c2c(N)n(Cc3ccccc3)c(=O)[nH]c2=O)C1 (stereo not given)	-11%	27%	x	x	x	0%	8%	-1	10%
CN(Cc1ccccc1)C(=O)C(=O)Nc1ccc2nc3n(c(=O)c2c1)CCCCC3	-14%	x	-1%	2%	-11%	0%	17%	5	-5%
Cc1cccc(NC(=O)CSc2nnc(CCNC(=O)OC(C)(C)C)o2)c1C	-8%	6%	4%	-1%	-7%	-10%	68%[activator]	8	-7%
Cc1sc2nc(CN3CCOCC3)nc(Oc3ccc(NC(=O)c4ccco4)cc3)c2c1C	-4%	0%&16%	0%&-3%	0%&-14%	u	-2%	5%	-7	-6%
COc1ccccc1Cc1nc2ccccc2nc1SCC(=O)N(C)c1ccc(F)cc1	-12%	x	-9%	-24%	2%	15%	7%	13	-4%[60.1 µM]
CC(C)C(=O)NC(c1ccc(N(C)C)cc1)c1c(O)ccc2ccccc12 (stereo not given)	-7%	-2%	-6%	-8%	-11%	-4%	26%	1	5%
Cc1nc2cc(-c3ccccc3)nn2c(C)c1CCC(=O)NCCc1ccccc1	-4%	x	0%	53%[activator]	0%	4%	12%	x	-4%
CC(=O)OC1CC(OC(C)=O)[C@]2(C)C(CC(OC(C)=O)[C@@]3(C)C4=CC(=O)OC(c5ccoc5)[C@]4(C)CCC32)C1(C)C (stereo not given in full)	x	u	0%	x	-23%	x	x	x	2%[60.1 µM]
Cc1ccc2c(CC(=O)OCc3csc(C)n3)coc2c1	-1%	4%	0%	7%	1%	-3%	-3%	-12	-10%
CCC1CCCCN1CCCNC(=O)Cn1nc(-c2ccccc2)ccc1=O (stereo not given)	-11%	1%	5%	12%	-11%	-8%	22%	-2	4%
Cc1ccc(CN2CC[C@H]3C=CCc4cccc(c43)C2)cc1	-19%	-5%	x	x	x	-1%	8%	x	-12%
Cc1cc(C)nc(NS(=O)(=O)c2ccc(NC(=O)c3ccccc3[N+](=O)[O-])cc2)n1	-4%	25%	-6%	u	-7%	8%	0%	-5	-18%
CCCn1nnc(NC(=O)c2ccc(-c3ccccc3)cc2)n1	-4%	-7%	-5%	7%	-12%	-9%	u	-10	-13%
CCOC(=O)c1ccc(CSc2nnc(N)s2)cc1	-6%	-1%	-2%	-1%	-6%	0%	19%	2	-8%
Cc1cc(-c2nc3cccnc3s2)ccc1NS(=O)(=O)c1cccs1	-21%	-7%	-4%	-3%	32%[activator]	-2%	8%	-1	2%
Cc1cc(NCCCn2ccnc2)n2nc(-c3ccc(F)cc3)cc2n1	1%	15%	0%	7%	-8%	-2%	16%	-12	-3%
CCNc1nc(-c2ccc(Cl)cc2)cs1	1%	-3%	-8%	-7%	u	-8%	-10%	0	-22%
CCOC(=O)CCN(c1ccccc1)S(=O)(=O)c1cc(-c2cc(C)no2)ccc1C	-22%	x	-6%	2%	9%	i	0%	-21	-9%
O=C(O)CSc1c2c(nc3cc(C(=O)N4CCCC4)ccc13)CCCC2	-12%	1%	-7%	11%	-1%	5%	-26%	-10	-9%
COc1ccc(CC(=O)N[C@@H](C)C(=O)N2CCC3(CC2)NCCc2[nH]cnc23)cc1	-20%	20%	-2%	24%	-9%	-7%	9%	6	1%
COC(=O)c1cn(-c2ccccc2)nc1-c1ccncc1	-3%	-3%	-1%	11%	-11%	-1%	8%	-1	-20%

Entries of single compounds as entered above:
Cc1cc(C)nc(NS(=O)(=O)c2ccc(NC(=O)c3ccccc3[N+](=O)[O-])cc2)n1 across the screens: Pol eta inh = -4%; APE1 inh = 25%; BLM inh = -6%; POLB inh = u; Apoferritin bind = -7%; PGK inhibitor = 8%; POLI inh = 0%; RXFP1 antagonist = -5; Pol kappa inh = -18%
O=C(O)CSc1c2c(nc3cc(C(=O)N4CCCC4)ccc13)CCCC2 across the screens: Pol eta inh = -12%; APE1 inh = 1%; BLM inh = -7%; POLB inh = 11%; Apoferritin bind = -1%; PGK inhibitor = 5%; POLI inh = -26%; RXFP1 antagonist = -10; Pol kappa inh = -9%

Other records follow.
SMILES	Pol eta inh	APE1 inh	BLM inh	POLB inh	Apoferritin bind	PGK inhibitor	POLI inh	RXFP1 antagonist	Pol kappa inh
O=C(CSc1nnc(COc2ccc(Cl)cc2)o1)OC1CCCCC1	-22%	-12%	-12%	-23%	u	5%	19%	-21	0%
CC(C)CC1c2[nH]c3ccccc3c2CCN1C(=O)c1cnccn1 (stereo not given)	-16%	-2%	-4%	1%	-7%	-1%	23%	-7	-1%
CSCCC(NS(=O)(=O)c1ccccc1)C(=O)OCc1nc2ccsc2c(=O)[nH]1 (stereo not given)	-13%	35%	x	x	x	i	5%	-17	2%
COc1ccc(NC(=O)CSC2=Nc3ccccc3C3=NC(Cc4ccccc4)C(=O)N23)cc1Cl (stereo not given)	0%	x	0%	12%	36%[activator]	-1%	-9%	-6	3%[60.1 µM]
CCOc1ccc(CN(C)c2nc(-c3cccnc3)nc3ccccc23)cc1OC	-10%	-9%	-5%	4%	-8%	-8%	30%	-9	-2%
CCOc1ccc(C(=O)COC(=O)c2nn(CC)c(=O)c3ccccc23)cc1	-19%	-12%	x	x	x	-4%	-15%	-1	-2%
CCc1nn2c(=O)cc(COC(=O)c3ccc(NC(=O)c4cccs4)cc3)nc2s1	-11%	x	-1%	9%	45%[activator]	-6%	41%[activator]	0	-4%[60.1 µM]
O=C1CC(c2ccco2)Sc2nc3ccccc3n21 (stereo not given)	7%	0%	-4%	-2%	u	-2%	20µM*	-20	50µM*
COc1ccc(CN(C)CC(=O)NC(=O)NCc2ccccc2)c(OC)c1	-11%	-4%	-5%	u	-17%	i	-2%	15	-12%
COc1ccc(-n2nc([N+](=O)[O-])c(=NCCc3cccc(C)c3)n2O)cc1	-3%	25%	-2%	-13%	-21%	2%	10%	5	-1%
